# PLCg1 inh = PLC-gamma1 enzyme inhibitors, primary screen, biochemical, fluorescence, purified enzyme | 1-phosphatidylinositol 4,5-bisphosphate phosphodiesterase gamma-1 (Homo sapiens), P19174 | fluorogenic substrate | inhibition, % at 12.2 µM | 0.84% of 370,000 active; in the data active = inhibition above about 9.5%
# ADAM10 inh = human ADAM10 inhibitors, primary screen, biochemical, QFRET, HTS; Disintegrin and metalloproteinase domain-containing protein 10 (Homo sapiens), O14672; recombinant ADAM10, EDANS/DABCYL FRET peptide cleavage, 3 h; AID 720582, 2013; inhibition, % at 7 µM; 0.62% of 370,000 active;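 active = inhibition above a per-campaign cutoff equal to the mean of compounds falling between control-based bounds plus 3 SD, cut at about 20% in these data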;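 also: 0% = DMSO wells while the 100% control is not disclosed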
# ASAP1 inh = inhibitors of human ASAP1 ArfGAP activity, primary screen, biochemical, fluorescence polarization; Arf-GAP with SH3 domain, ANK repeat and PH domain-containing protein 1 (Homo sapiens), …; ASAP1-stimulated ARF1 GTP hydrolysis, GDP FP detection; 0.19% of 360,000 active; inhibition, % at 16.5 µM; in the data active = inhibition above about 25%;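 also: 0% = vehicle with enzyme and substrate and 100% = no enzyme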
# proKLK7 act = proKLK7 zymogen activators, primary screen, biochemical, fluorescence intensity | activation, % at 7 µM | purified proKLK7, EDANS-DABCYL substrate fluorescence; 100% is mature enzyme control, 0% vehicle | Kallikrein-7 (Homo sapiens), P49862 | 0.9% of 370,000 active;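 active = activation above the mean of all tested compounds plus 3 SD, computed per campaign excluding outliers beyond control limits, cut at about 13% in these data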
# Target sequence (P49862 whole entry, looked up): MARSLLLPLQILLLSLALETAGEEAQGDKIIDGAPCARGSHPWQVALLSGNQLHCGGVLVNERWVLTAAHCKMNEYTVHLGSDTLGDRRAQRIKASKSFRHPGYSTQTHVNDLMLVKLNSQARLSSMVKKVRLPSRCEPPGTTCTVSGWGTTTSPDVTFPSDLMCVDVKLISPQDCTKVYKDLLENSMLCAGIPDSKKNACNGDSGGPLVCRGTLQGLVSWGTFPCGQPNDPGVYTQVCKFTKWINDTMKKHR
# ARFGAP1 inh = inhibitors of rat ARFGAP1 GAP activity, primary screen, biochemical, fluorescence polarization, GDP tracer; 0.26% of 360,000 active; inhibition, % at 16.5 µM; AID 651572, 2012; Arfgap1-stimulated ARF1 GTP hydrolysis, GDP FP detection; ADP-ribosylation factor GTPase-activating protein 1 (Rattus norvegicus), Q62848;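 active = inhibition above a per-plate limit, mean inhibition of low control wells plus 3 SD, cut at about 25% in these data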;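 also: 0% = DMSO wells with enzyme and 100% = wells lacking Arfgap1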
# Target sequence (Q62848 1-136 limits assumed): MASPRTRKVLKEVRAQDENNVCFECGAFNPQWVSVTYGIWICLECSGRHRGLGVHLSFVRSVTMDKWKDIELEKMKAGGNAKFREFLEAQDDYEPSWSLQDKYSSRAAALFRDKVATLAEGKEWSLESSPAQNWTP
#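 Assay system: purified rat His6-Arfgap1 residues 1-136 (GAP domain); Reagent: human Δ17 ARF1 bound to GTP; Dosing: 16.5 µM single point, 1.26% DMSO; Times: GTP hydrolysis reaction 2 h at 25 °C; Signal: FP, GDP Alexa 633 tracer displaced from anti-GDP antibody, 620/688 nm; Measure: % inhibition from polarization.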
# TDP2 inh = human TDP2 enzyme inhibitors, primary screen, biochemical, epi absorbance, recombinant enzyme. Tyrosyl-DNA phosphodiesterase 2 (Homo sapiens), O95551. T5PNP hydrolysis, p-nitrophenol absorbance 415 nm. inhibition, % at 12.8 µM. 0.34% of 370,000 active. AID 720702, 2013;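 active = inhibition above the mean of all tested compounds plus 3 SD, set per campaign, cut at about 25% in these data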;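 also: 0% = DMSO with enzyme and 100% = buffer with substrate but no TDP2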
#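 Read-out basis: percent inhibition. System: recombinant human TDP2. Buffer or medium: Mg2+-containing Tris-HCl buffer, pH 7.5. Repeats: single replicate. Timing: reaction 2 h, 37 °C. Benchmarks: high control without enzyme, low control DMSO plus TDP2. Probe or stimulus: 5 mM T5PNP. Doses: 12.8 µM only. Measured by: epi absorbance of p-nitrophenol freed from T5PNP by hydrolysis.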
# DDE Tn7 FP inh = inhibitors of Tn7 peptide binding to fibrin DD(E), primary screen, biochemical, fluorescence polarization, human fibrin, Tn7 probe. Fibrinogen beta chain (Homo sapiens), P02675. FP displacement of FITC-Tn7 peptide from fibrin DD(E); 0% = median of compound wells per plate. inhibition, % at 8.3 µM. 0.13% of 370,000 active. AID 720508, 2013;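 active = inhibition above the mean of compounds falling within the control limits plus 3 SD of them, cut at about 14% in these data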;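 also: 0% = plate median of compound wells and 100% = 10 µM Aha-Tn7 peptide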
#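 Assay system: Human clot-derived fibrin DD(E) complex | Buffer or medium: Tris/NaCl/CaCl2 buffer, pH 7.8 | Repeats: One replicate per compound | Benchmarks: Aha-Tn7 high control | Measure: % inhibition scaled between sample-field median and high-control FP | Schedule: 10 min plus 3 h, room temperature | Signal: Fluorescence polarization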
# ADAM17 inh = ADAM17 inhibitors, primary screen, biochemical, QFRET; 0.83% of 370,000 active; Disintegrin and metalloproteinase domain-containing protein 17 (Homo sapiens), P78536; recombinant ADAM17, EDANS/DABCYL FRET peptide cleavage; inhibition, % at 6.95 µM;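 active = inhibition above the mean of compounds lying between control limits plus 3 SD, set per campaign, cut at about 8.5% in these data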;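 also: 0% = DMSO-only wells as the low control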
# Target sequence (P78536 215-824 limits assumed): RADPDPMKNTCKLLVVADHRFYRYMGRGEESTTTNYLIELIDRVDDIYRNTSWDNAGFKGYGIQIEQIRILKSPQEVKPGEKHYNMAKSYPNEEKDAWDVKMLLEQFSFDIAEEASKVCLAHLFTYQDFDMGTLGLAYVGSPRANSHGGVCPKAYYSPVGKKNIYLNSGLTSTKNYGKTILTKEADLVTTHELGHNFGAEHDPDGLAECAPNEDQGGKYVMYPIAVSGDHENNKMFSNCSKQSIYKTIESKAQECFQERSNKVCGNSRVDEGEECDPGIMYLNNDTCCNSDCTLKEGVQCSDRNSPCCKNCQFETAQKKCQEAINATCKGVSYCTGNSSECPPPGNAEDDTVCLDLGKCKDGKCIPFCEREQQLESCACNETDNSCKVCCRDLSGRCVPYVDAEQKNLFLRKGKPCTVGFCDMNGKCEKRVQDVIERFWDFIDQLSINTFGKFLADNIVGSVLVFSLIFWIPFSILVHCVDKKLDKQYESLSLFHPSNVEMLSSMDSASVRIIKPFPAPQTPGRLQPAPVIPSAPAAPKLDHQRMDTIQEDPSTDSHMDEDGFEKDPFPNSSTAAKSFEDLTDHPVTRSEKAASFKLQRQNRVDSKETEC
# Tn6 DDE FP = inhibitors of Tn6 peptide binding to fibrin DD(E), primary screen, biochemical, fluorescence polarization, human fibrin, Tn6 probe. AID 720509, 2013. Fibrinogen beta chain (Homo sapiens), P02675. Fibrin DD(E) TRITC-Tn6 fluorescence polarization displacement. inhibition, % at 8.3 µM. 0.21% of 370,000 active;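 active = inhibition above a per-campaign cutoff: mean of compounds within control limits plus 3 SD, cut at about 15% in these data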;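 also: 0% = median of all compound wells on the plate and 100% = blocking peptide control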
# LEDGF integ inh = blockers of LEDGF/p75-dependent integrase strand transfer – biochemical, TR-FRET, high throughput, primary screen; TR-FRET IN-LEDGF/p75 DNA integration, Eu/Cy5; 0.64% of 370,000 active; HIV-1 integrase (with human LEDGF/p75); inhibition, % at 3.7 µM;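 active = inhibition above the screen-wide mean plus 3 SD, cut at about 13% in these data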;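 also: signal is the Cy5 over europium emission ratio at 671 and 618 nm; 0% = plate median of compound wells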
# An asterisk follows results filed as active; i = inactive. Outcome played no part in choosing rows. Share with any hit: about 4.2%.
ADAM17 inh	PLCg1 inh	Tn6 DDE FP	DDE Tn7 FP inh	proKLK7 act	ASAP1 inh	ADAM10 inh	TDP2 inh	ARFGAP1 inh	LEDGF integ inh	structure
-0.8	0.5	-2.4	-3.3	-0.2	2.9	2.8	9.7	7.5	-0.5	Cc1c(Cl)cccc1NC(=O)CN1CCC(NC(=O)C2CCCCC2)CC1
-5.6	-0.6	0.9	-2.3	-0.5	4.2	-1.2	0.4	11.7	2.0	O=C1N=c2ccccc2=C1c1sc(=S)n(CC2CCCO2)c1O (stereo not drawn)
-5.7	-1.5	-9.3	-2.7	0.7	26.3*	-3.6	2.7	-3.6	3.8	Cc1occc1-c1nnc(SCC(=O)NCc2cccs2)n1-c1ccc(F)cc1
-0.4	2.1	8.8	3.3	-0.1	5.0	-1.2	17.4	-5.8	5.0	CCOC(=O)CCCn1ccc2cc(S(=O)(=O)N3CCCC3)ccc21
-2.9	-26.4	-4.0	5.9	-0.3	-3.9	1.0	-1.6	6.1	2.3	CCn1cc([N+](=O)[O-])c(C(=O)N2N=C(c3ccc(O)c(OC)c3)CC2c2ccccc2O)n1 (stereo not drawn)
-0.2	3.4	-5.2	-3.3	-0.8	-14.6	3.3	-0.1	0.0	1.2	COc1ccccc1NS(=O)(=O)c1ccc2c(c1)n(C)c(=O)n2C
-0.5	0.8	-1.2	-3.7	0.8	-5.6	-4.0	-1.6	-5.4	1.9	Cc1cccc(NC(=O)N2CCN(Cc3ccccc3)CC2)c1
-0.9	0.7	6.1	3.4	0.9	8.9	2.5	-6.9	10.5	-4.1	COc1ccc(C(=O)N2CCCC(Nc3ccc(C)c(C)c3)C2)c(OC)n1 (stereo not drawn)
0.8	2.9	-2.0	-2.8	-0.1	-5.3	3.0	1.1	-2.1	-0.6	CCc1ccc(NC(=S)N(CCN2CCCCC2)Cc2ccco2)cc1
-5.0	3.6	2.9	-2.5	0.0	3.0	-0.9	2.9	1.5	-0.9	Cc1cccc(C)c1NC(=O)CNC(=O)c1cnccn1
-4.5	1.1	6.2	4.8	0.1	-16.4	-10.4	0.6	-4.0	-0.7	COc1ccc(N2CC(C(=O)NCc3cccnc3)CC2=O)cc1 (stereo not drawn)
-1.9	-2.0	0.8	8.3	0.1	13.5	1.5	10.2	5.5	2.2	O=C(CSc1nc2cc(Cl)c(Cl)cc2[nH]1)c1ccc2c(c1)OCO2
0.1	12.1*	-8.2	-0.1	-0.6	6.7	3.4	-13.9	2.4	4.6	CCOC(=O)c1ccc(NC(=O)N2CCN(S(C)(=O)=O)CC2)cc1
0.9	4.2	8.5	-3.2	0.1	-2.2	-6.3	6.7	4.0	-2.6	CC(C)CCN1NC2(CCCC(C)C2)NC1=S (stereo not drawn)
-1.4	2.1	-6.8	-8.1	-0.3	-7.0	2.7	-6.2	-9.4	0.1	COc1cccc(OCC(O)CN2C(C)CCCC2C)c1 (stereo not drawn)
-2.9	-4.5	-0.8	-1.5	0.5	-3.2	-2.3	-3.9	7.6	-0.5	COC(=O)c1cc2c(c3c4cc(F)ccc4n(S(=O)(=O)c4cccc(C)c4)c13)C(=O)N(Cc1ccc(C(F)(F)F)cc1)C2
-5.2	-5.2	0.2	3.1	-0.4	-14.7	2.1	5.9	-2.0	-4.3	O=C1CNC(=S)N1C(CO)c1ccccc1 (stereo not drawn)
-1.4	-1.5	4.0	-1.1	0.1	8.8	-7.5	20.0	2.4	-0.8	CC(C)(C)c1cc(NC(=O)c2ccco2)no1
-1.3	-3.2	6.1	1.9	-0.2	7.8	-0.7	-6.1	-0.7	0.5	Fc1cccc(Cc2noc(CN3CCSCC3)n2)c1
3.9	5.3	6.8	-1.9	-0.2	-0.1	2.5	-17.2	-3.6	-1.2	COc1ccc(/C=C2\SC(=NCc3ccccc3)N(Cc3ccccc3)C2=O)cc1OC

# Next part
ADAM17 inh	PLCg1 inh	Tn6 DDE FP	DDE Tn7 FP inh	proKLK7 act	ASAP1 inh	ADAM10 inh	TDP2 inh	ARFGAP1 inh	LEDGF integ inh	structure
2.9	4.3	6.6	-9.1	0.5	-4.9	4.2	1.1	6.4	1.4	Cc1cc(C(=O)Cn2nnc3ccccc3c2=O)c(C)n1Cc1cccs1
-35.5	-4.2	2.4	-3.8	0.3	11.4	-143.8	0.4	6.8	0.0	COc1ccc(CCNC(=O)c2cnc3scc(C)n3c2=O)cc1OC
1.8	3.2	-6.9	6.5	0.0	-5.6	5.6	-5.1	-8.0	5.1	Cc1ccc(-c2[nH][nH]c(=O)c(=O)c2N=Nc2ccccc2)cc1
-2.4	4.4	1.4	0.0	-0.5	4.4	13.9	-4.8	-7.7	3.5	COc1cc([N+](=O)[O-])ccc1NC(=O)c1cccc(NC(=O)C(C)C)c1
4.0	7.1	-1.9	2.1	-0.2	-1.0	17.6	-3.8	15.4	5.9	COc1ccc(Cc2nnc(NC(=O)c3cc(OC)cc(OC)c3)s2)cc1
-2.5	0.0	-4.6	-1.6	0.3	-1.0	2.9	-4.1	-1.6	-2.4	COc1ccc(N2CCOCC2)c(NC(=O)c2ccco2)c1
-149.3	i	5.4	4.5	72.7*	-4.4	-461.3	-0.7	12.2	0.6	N#Cc1c(N2CCOCC2)nc(N)c2c(N)nc3c(c12)CC(CCl)O3 (stereo not drawn)
-5.8	1.4	-0.1	8.6	-0.1	21.7	-0.8	2.7	-8.6	-3.2	C[C@H](NC(=O)C1CCN(S(=O)(=O)c2ccccc2)CC1)C(=O)NCc1ccncc1
-0.1	-0.4	3.0	0.7	0.6	9.4	-3.3	13.1	12.7	1.8	O=C(Nc1ccc([N+](=O)[O-])cn1)c1ccc2c(c1)OCO2
0.0	0.1	4.3	-0.7	0.5	15.0	-3.7	-1.0	13.7	3.2	COc1ccc(-c2oc(/N=C/N3CCCC3)c(C#N)c2-c2ccc(OC)cc2)cc1
-3.6	0.6	8.0	0.0	1.1	2.8	-1.4	-1.2	9.5	0.9	N#CCSc1nnc(C2CCCCC2)n1-c1ccccc1
0.6	5.7	9.7	-2.2	-0.7	-1.1	12.9	-14.4	-5.5	3.4	O=[N+]([O-])c1cccc(/C=N\N2CCN(c3ccc(Cl)cc3)CC2)c1
0.2	6.7	-4.8	-0.4	-0.5	-1.7	10.5	-20.6	-9.5	1.3	CCOc1c(Cl)cc(CNCc2ccccn2)cc1OC
0.3	6.1	0.5	-5.5	-0.4	8.7	4.5	10.1	9.8	1.8	Cc1cc(C(C)(C)C)ccc1OCCn1ccnc1
-3.6	1.7	0.2	5.0	-0.2	-6.7	3.9	7.6	-0.8	-1.6	Cc1cc2ncc(S(=O)(=O)c3ccccc3)c(N)n2n1
-0.8	0.3	0.8	-1.3	-0.1	12.3	4.6	-1.0	0.7	-2.3	CC(C)NC(=O)N1CCN(c2ccncc2S(=O)(=O)N2CCCCC2)CC1
-1.2	-2.9	6.2	1.6	-0.6	1.4	-3.1	-1.3	3.6	-2.1	CN1OC[C@@H]2CN(C(=O)CCc3ccccc3)[C@H](c3cccc(Oc4ccccc4)c3)C[C@@H]21
-1.5	-6.2	-3.6	-6.1	0.5	4.7	-1.3	4.8	7.6	1.6	Cc1ccc2cc(COC(=O)c3cccc([N+](=O)[O-])c3)c(=O)[nH]c2c1
-1.5	-247.1	5.6	-9.0	-3.4	18.2	-1.8	4.3	3.5	1.7	CCc1c(C)nc2c(-c3ccccc3)c(C)nn2c1Nc1ccc(NC(C)=O)cc1
-6.8	0.9	-1.7	6.2	0.4	1.0	-101.7	-4.2	-7.7	-2.1	CCOC(=O)c1c(CN2CCOCC2)n(-c2ccccc2)c2cc(Br)c(OC)cc12

# Overlap with the part before: 2 compounds, then new ones.
ADAM17 inh	PLCg1 inh	Tn6 DDE FP	DDE Tn7 FP inh	proKLK7 act	ASAP1 inh	ADAM10 inh	TDP2 inh	ARFGAP1 inh	LEDGF integ inh	structure
-1.5	-247.1	5.6	-9.0	-3.4	18.2	-1.8	4.3	3.5	1.7	CCc1c(C)nc2c(-c3ccccc3)c(C)nn2c1Nc1ccc(NC(C)=O)cc1
-6.8	0.9	-1.7	6.2	0.4	1.0	-101.7	-4.2	-7.7	-2.1	CCOC(=O)c1c(CN2CCOCC2)n(-c2ccccc2)c2cc(Br)c(OC)cc12
-2.1	-2.8	-5.1	-4.0	-0.5	-0.5	-1.7	7.4	15.5	-3.2	Cc1ccc(-c2nn(CCC(=O)NC(C)C)c(=O)c3ccccc23)cc1
-0.5	-3.2	-6.5	-5.5	-0.5	-3.8	0.6	-2.5	7.5	-1.7	O=C(Nc1ccccc1SC(=O)c1ccccc1)c1ccccc1
-4.9	-1.0	5.9	-0.9	-0.6	-2.2	-1.6	-6.1	-6.0	-0.8	Cc1c(C(=O)NC(=S)Nc2ccc(NC(=O)c3cccs3)cc2)oc2ccccc12
-3.5	-4.0	-2.9	4.9	-0.9	-5.2	-3.3	1.5	-10.6	-2.9	O=C(N/N=C/c1cccc(C(F)(F)F)c1)c1ccc(O)cc1
-4.1	4.3	-2.1	7.6	0.2	0.4	5.0	-1.8	6.1	-4.4	CC(C)(C)S(=O)(=O)/C(C#N)=N/Nc1ccc(C#N)cc1
3.6	3.0	4.2	-4.9	0.0	-0.3	8.4	-2.1	9.7	5.3	S=c1[nH]nc(COc2ccccc2)n1-c1ccc(Cl)cc1
-2.7	-5.4	3.3	1.8	0.6	12.6	-1.1	9.1	1.7	-0.9	COc1cccc(CNc2ncnc3cc(OC)c(OC)cc23)c1
2.5	-0.1	8.2	0.8	-1.1	13.3	-1.1	-5.3	8.6	-3.2	C[C@H]1[C@@H](c2ccccc2)Oc2ccc(Cl)cc2S(=O)(=O)N1Cc1ccc(F)cc1F

# Screens: PubChem, The Scripps Research Institute Molecular Screening Center
